Bioassay records: PubChem, several laboratories
Bcl-B displacement: displacers of TR3 peptide from Bcl-B, primary screen, selectivity assay for Bfl-1 inhibitor project, biochemical, fluorescence polarization; FP displacement of FITC-TR3 peptide from Bcl-B; higher % means a stronger effect; one-dose displacement, % at 20 µM; IC50 in µM for titrated hits; actives 0.11% (n = 96,000); AID 748;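 active = displacement above 50% at 20 µM plus a fluorescence interference ratio under 1.5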;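 note: plate controls were wells without compound for no effect and wells lacking Bcl-B protein for full effect; a part of the inactive calls stands beside numbers as strong as those of hits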
MRP reversal: reverses drug resistance mediated by MRP; H69AR cells + 2 uM doxorubicin, CellTiter-Glo, 72 h; differential viability (reversal), % at 10 µM; actives 0.04% (n = 85,000); AID 602;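 active = viability drop by adding the cancer drug above about 55%, with treated viability meeting a 40% cutoff, limit read from the data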;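 note: viability without doxorubicin minus viability with 2 µM doxorubicin for each compound; larger differential means the compound sensitizes cells more to doxorubicin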
IL1B NFkB inh: blocks IL-1B driven NFkB nuclear translocation in HUVEC cells; HUVEC IL-1B NFkB p65 nuclear translocation imaging; inhibition, % at 2 µM; actives 0.43% (n = 94,000); AID 796;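 active = inhibition above about 30% together with a positive call from visual inspection of the well image, limit read from the data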;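 note: nuclear over cytoplasmic p65 intensity ratio measured by imaging; 0% = IL-1B stimulated DMSO wells and 100% = unstimulated DMSO wells; values of inactives mirror those of a sister screen read the other way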
NFkB transloc pot: enhances IL-1B driven NFkB nuclear translocation; HUVEC IL-1B NFkB p65 nuclear translocation imaging; AID 819; actives 0.3% (n = 94,000); activation, % at 2 µM;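 active = activation above 40%, about the mean plus 3 SD, also judged a hit on visual image review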;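 note: percent activation is computed from the nuclear over cytoplasmic p65 intensity ratio; values of inactives mirror those of a sister screen read the other way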
PLAP inhibition: PLAP enzyme inhibitors, biochemical, luminescence, HTS (AID 690) | purified PLAP, luminescent substrate; higher % means a stronger effect | inhibition, % at 20 µM, or IC50 in µM where a hit was titrated | actives 0.08% (n = 96,000); in the data active = a potency from the dose series; inactive = the rest, 99 in 100 with inhibition below about 30%; note: strong numbers were not always called active
MRP reversal cytotoxicity: recorded beside MRP reversal, whose call it bears; viability, %; H69AR cells, CellTiter-Glo, 72 h; measured here: cytotoxicity without doxorubicin
MRP reversal with doxorubicin: further read-out of MRP reversal, marked with its call; viability, %; measured here: viability with 2 uM doxorubicin; stronger effect = lower value
IL1B NFkB inh cell count 2 µM: recorded beside IL1B NFkB inh, whose call it bears; cell count; measured here: cells passing quality filter;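 raw number of nuclei counted in each imaged well without normalization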
NFkB transloc pot cell count 2 µM: further read-out of NFkB transloc pot, marked with its call; cell count; measured here: cells passing quality filter
* hit, by the source's call; . = no result given.

Results follow in this order: Bcl-B displacement, MRP reversal, MRP reversal cytotoxicity, MRP reversal with doxorubicin, IL1B NFkB inh, IL1B NFkB inh cell count 2 µM, NFkB transloc pot, NFkB transloc pot cell count 2 µM, PLAP inhibition
1. CCCc1[nH]nc2c1C(c1ccccc1OC)C(C#N)=C(N)O2 (stereo not drawn)
 : 7%, 0, 94, 95, -7, 164, 7, 164, -58%
2. COc1ccc(N2CCN(C(=O)c3ccc4nc(N5CCCCC5)sc4c3)CC2)cc1
 : 0%, -9, 96, 104, ., ., ., ., -40%
3. COc1ccc(Br)c(C(=O)Nn2c(C)nc3ccccc3c2=O)c1
 : -6%, 8, 102, 94, 12, 69, -12, 69, 4%
4. O=C1c2ccccc2C(Nc2ccccc2)N1c1cccnc1 (stereo not drawn)
 : 8%, -3, 89, 92, 2, 208, -2, 208, 19%
5. Cc1ccc(Oc2nc(-c3ccccc3)ncc2S(C)(=O)=O)cc1
 : 2%, ., ., ., -7, 200, 7, 200, 28%
6. CC1CCN(C(=O)/C(=C/c2ccccc2Cl)c2ccccc2)CC1
 : -20%, ., ., ., 3, 114, -3, 114, -17%
7. N#Cc1ccccc1Cn1cc(C#N)c2ccccc21
 : ., 10, 79, 69, -10, 78, 10, 78, .
8. CC(C)C(NC(=O)CC12CC3CC(CC(C3)C1)C2)C(=O)O (stereo not drawn)
 : -6%, ., ., ., 2, 130, -2, 130, 8%
9. CCN(C(=S)Nc1ccccc1F)C1CCCCC1
 : 3%, ., ., ., 2, 130, -2, 130, -1%
10. O=C(OCCN1CCCCC1)c1ccccc1Cl
 : -1%, -5, 91, 97, 13, 112, -13, 112, -16%
11. CCOc1ccc(Oc2cc(NC(=O)c3ccco3)cc([N+](=O)[O-])c2)cc1
 : 3%, ., ., ., -5, 141, 5, 141, 7%
12. O=C(Cn1cnc2ccccc2c1=O)NCCC(=O)N1CCN(Cc2ccccc2)CC1
 : -8%, 20, 107, 87, -4, 142, 5, 142, -61%
13. CC(C)CC(NC(=O)OC(C)(C)C)C(=O)NCc1ccccc1 (stereo not drawn)
 : 10%, 12, 104, 92, -5, 121, 5, 121, 13%
14. CCOc1ccc(N(CC(=O)N2CC=C(c3ccccc3)CC2)S(=O)(=O)c2c(C)noc2C)cc1
 : 8%, 5, 88, 82, 8, 181, -8, 181, -57%
15. CC(C)(C)N(NC(=O)Nc1ccc(Cl)c(Cl)c1)C(=O)c1ccccc1
 : 0%, ., ., ., 1, 118, -1, 118, -6%
16. Fc1ccc(-c2ccnc3nc(-n4cccc4)nn23)cc1
 : 0%, ., ., ., -10, 148, 10, 148, -5%
17. O=C(NCc1cccnc1)C1CC2c3ccccc3C1c1ccccc12 (stereo not drawn)
 : -6%, ., ., ., -1, 126, 1, 126, -10%
18. c1ccc2c(c1)NC1(CCCCC1)n1c-2nc2ccccc21
 : 3%, 20, 111, 91, -6, 107, 6, 107, 22%
19. Cc1ccc(Nc2nc(=O)[nH]nc2C)cc1
 : -12%, -1, 99, 100, -8, 167, 8, 167, 12%
20. CCOC(=O)C(C(=O)Nc1cccc(C)c1)C1CCCCC1 (stereo not drawn)
 : 12%, 34, 94, 60, -3, 162, 3, 162, 6%
21. COCCn1c(Sc2nc(C)cs2)nc2c1c(=O)[nH]c(=O)n2C
 : -3%, 13, 89, 76, -11, 121, 11, 121, 10%
22. COc1cc(NC(=O)C2CCN(S(=O)(=O)c3cccc4nonc34)CC2)cc(OC)c1
 : -14%, 12, 78, 66, 6, 197, -6, 197, -4%
23. Cc1[nH]c2ccccc2c1Cc1n[nH]c(=S)n1C
 : ., 9, 79, 71, -3, 55, 3, 55, .
24. O=C(NCc1cccs1)c1ccc(Cl)s1
 : -3%, 11, 90, 78, 3, 158, -3, 158, 6%
25. O=C(CN1C(=O)CC(c2ccco2)Sc2ccccc21)Nc1ccc2c(c1)OCCO2 (stereo not drawn)
 : -6%, ., ., ., ., ., ., ., 10%
26. CCOc1ccc(N2C(=O)c3ccccc3C2O)cc1 (stereo not drawn)
 : -7%, 9, 92, 83, -17, 185, 17, 185, 12%
27. CCCn1nnc(NC(=O)c2cc3ccccc3o2)n1
 : -7%, 14, 103, 90, -4, 132, 4, 132, 28%
28. CCCCc1nc(N2CCOCC2)c(C#N)c2c1CCCC2
 : -12%, 1, 93, 92, -4, 54, 4, 54, -15%
29. COc1cccc(NC(=O)COC(=O)CCCc2c[nH]c3ccccc23)c1
 : 8%, -11, 89, 100, -7, 147, 7, 147, 12%
30. CC(C)c1ccc(CN2CCC(C(=O)NCc3cccnc3)CC2)cc1
 : -4%, -11, 85, 97, -14, 190, 14, 190, -41%
31. CCOC(=O)N1CCC(NC(=O)c2sc(-n3cccc3)nc2C)CC1
 : -4%, -9, 85, 94, 0, 94, 0, 94, -10%
32. O=C(c1ccc(Br)o1)N1CCCc2ccccc21
 : ., 3, 89, 86, -9, 150, 9, 150, .
33. COc1cc(CNc2ccc3[nH]c(=O)[nH]c3c2)ccc1OCC(=O)NC(C)(C)C
 : -5%, 8, 93, 85, ., ., ., ., -34%
34. CC(C)c1cc(-c2n[nH]c(=S)n2Cc2ccccc2)cs1
 : 6%, ., ., ., 0, 102, 0, 102, -14%
35. COC(=O)c1cc2sc(Cl)cc2n1CC(=O)N1CCCc2ccccc21
 : 0%, 3, 78, 75, -6, 64, 6, 64, -22%
36. Cc1ccccc1N1CCN(C(=O)c2ccc(Oc3ccc(C(F)(F)F)cn3)cc2)CC1
 : -2%, ., ., ., -3, 90, 3, 90, -37%
37. COc1ccccc1CNC(=O)C[n+]1ccccc1
 : 4%, 1, 98, 97, 11, 194, -11, 194, 28%
38. CCCn1c(C)nc2c(c1=O)c1nc3ccccc3nc1n2CCc1ccccc1
 : ., 25, 80, 55, 10, 154, -10, 154, .
39. C=CCSc1nc(=O)n2cccc(C)c2n1
 : -1%, ., ., ., -10, 179, 10, 179, 8%
40. CCN(CCNC(=O)C1CCN(S(C)(=O)=O)CC1)c1ccccc1
 : -3%, -4, 96, 100, -3, 152, 3, 152, 3%

Some of these compounds in order of their number in NFkB transloc pot cell count 2 µM, low to high.
item | canonical_smiles | Bcl-B displacement | NFkB transloc pot | NFkB transloc pot cell count 2 µM | PLAP inhibition
36 | Cc1ccccc1N1CCN(C(=O)c2ccc(Oc3ccc(C(F)(F)F)cn3)cc2)CC1 | -2% | 3 | 90 | -37%
20 | CCOC(=O)C(C(=O)Nc1cccc(C)c1)C1CCCCC1 (stereo not drawn) | 12% | 3 | 162 | 6%
26 | CCOc1ccc(N2C(=O)c3ccccc3C2O)cc1 (stereo not drawn) | -7% | 17 | 185 | 12%

(list continues)
Results follow in this order: Bcl-B displacement, MRP reversal, MRP reversal cytotoxicity, MRP reversal with doxorubicin, IL1B NFkB inh, IL1B NFkB inh cell count 2 µM, NFkB transloc pot, NFkB transloc pot cell count 2 µM, PLAP inhibition
41. CSc1[nH]c(=O)c(C(=O)O)cc1C#N
 : 0%, 2, 89, 87, -6, 144, 7, 144, -14%
42. CCCCn1c(SC(C)C(N)=O)nc2cc(C(=O)OC)ccc2c1=O (stereo not drawn)
 : -1%, 0, 46, 46, -9, 122, 9, 122, 5%
43. Cc1ccc(S(=O)(=O)/N=C(\c2ccccc2)N(C)S(=O)(=O)c2ccc(C)cc2)cc1
 : -7%, ., ., ., -8, 76, 8, 76, 7%
44. CC1(C)OC(=O)C(=CNc2cccc(C(=O)O)c2)C(=O)O1
 : -4%, -14, 94, 108, -13, 167, 13, 167, -6%
45. O=C(CSc1ncn[nH]1)Nc1cccc2ccccc12
 : -10%, -11, 72, 83, -8, 94, 9, 94, -12%
46. CC(C)CN1C(=O)c2ccc(NC(=O)c3ccccc3F)cc2C1=O
 : 6%, 5, 87, 82, -20, 159, 20, 159, -2%
47. CCn1c(-c2cc(Br)ccc2O)n[nH]c1=S
 : ., 11, 99, 88, -1, 122, 1, 122, .
48. c1ccc(OCCCc2nc(-c3ccncc3)no2)cc1
 : 1%, 11, 101, 90, -7, 120, 7, 120, -12%
49. CN1CCN(c2ccc(Cl)cc2NC(=O)c2ccc(S(=O)(=O)N3CCCCCC3)cc2)CC1
 : 27%, -2, 2, 5, ., ., ., ., -58%
50. Cc1ccc(/C=C/c2ccc(=O)n(Cc3ccc(Cl)cc3Cl)n2)cc1
 : 1%, ., ., ., 3, 150, -3, 150, 9%
51. CCCn1c(Cc2ccccc2)nnc1SCC(=O)N1CCOCC1
 : -17%, -4, 93, 97, -11, 144, 11, 144, 23%
52. CCCC12CN3CC(C)(CN(C1)C31CCCCC1)C2=O
 : -5%, -10, 91, 102, 0, 144, 0, 144, -2%
53. O=C(Oc1ccccc1)c1cccc(N2C(=O)CCC2=O)c1
 : 1%, -6, 110, 117, ., ., ., ., -13%
54. O=C(NCCCN1CCOCC1)c1cc2c(s1)CSC2
 : -2%, 6, 99, 94, 2, 142, -2, 142, -21%
55. COc1ccc2c(CSc3nc4nc(C)cc(C)n4n3)cc(=O)oc2c1
 : 1%, -11, 77, 87, 2, 227, -2, 227, -44%
56. COc1ccc(/C=N/Nc2nc(Nc3ccccc3)nc(N3CCCCC3)n2)cc1OC
 : -6%, ., ., ., 5, 126, -5, 126, -68%
57. CCn1c(SCC(=O)C(C)(C)C)nnc1-c1cnccn1
 : ., 0, 90, 90, 4, 96, -4, 96, .
58. c1ccc2c(c1)NC1(CCCC1)n1c-2nc2ccccc21
 : 14%, 11, 96, 85, ., ., ., ., -5%
59. CC(=O)COc1cc(C)cc2oc(=O)c(C)c(C)c12
 : 1%, -9, 74, 83, 4, 144, -4, 144, 1%
60. COc1ccccc1N(CC(=O)NC(C)(C)C)C(=O)C1CSC(=O)C1 (stereo not drawn)
 : ., 13, 100, 86, 4, 75, -4, 75, .
61. O=S(=O)([N-]c1nc2ccccc2nc1-[n+]1ccccc1)c1ccc(Cl)cc1
 : 2%, ., ., ., -9, 173, 9, 173, -10%
62. Cc1ccc2c(c1)N(S(=O)(=O)c1ccc(F)cc1)C(C(C)(C)C)CO2 (stereo not drawn)
 : 0%, ., ., ., ., ., ., ., 13%
63. O=C(CCN1C(=O)c2ccccc2C1=O)Nc1ccc2c(c1)OCCO2
 : -7%, 0, 100, 100, -7, 110, 7, 110, -2%
64. O=C(CSc1nnc(CNC(=O)c2cccs2)o1)Nc1cccc(C(F)(F)F)c1
 : -3%, -9, 91, 100, 11, 97, -11, 97, 9%
65. O=C1C=C(NCc2ccco2)CCC1
 : 6%, 3, 102, 99, 0, 182, 0, 182, 7%
66. CSc1nnc(-c2cc3c(s2)-c2ccccc2CC3)o1
 : 0%, ., ., ., -8, 162, 8, 162, -33%
67. O=C(Nc1ccc(N2CCCC2)cc1)c1ccccc1F
 : ., -16, 47, 63, 3, 165, -3, 165, .
68. COc1ccc(-c2cc(=O)oc3cc4occ(C)c4cc23)cc1
 : -4%, ., ., ., -3, 186, 3, 186, 19%
69. Cc1ccccc1/C=N/NC(=O)Cn1cnc([N+](=O)[O-])n1
 : -6%, ., ., ., -14, 186, 14, 186, 4%
70. NS(=O)(=O)c1ccc(CCNC(=O)C2CCCCN2S(=O)(=O)c2ccccc2)cc1 (stereo not drawn)
 : -3%, 8, 95, 87, 5, 150, -5, 150, 5%
71. CCN(CC)S(=O)(=O)c1cccc(NC(=O)COC(=O)c2ccc(Br)o2)c1
 : 4%, ., ., ., 16, 138, -16, 138, 36%
72. Cc1ccc(NC(=O)CCC(=O)NCCO)cc1
 : 0%, 1, 95, 94, -2, 188, 2, 188, 26%

These rows are one share of the data, so the mix of outcomes need not match the whole.
